Source: PubChem
TRPC4 block – TRPC4 (mouse) channel inhibition; Q9QUQ5; HEK293 TRPC4beta/mu-opioid, DAMGO-evoked Fluo4 calcium flux; stronger effect = lower value; 300,000 compounds, 0.39% hits; B-score at 10 µM;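 active = B-score over 3 SD under the library average, no early fluorescence shift, positive overall ratio signal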
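Material: HEK293 cells with stable TRPC4beta plus mu-opioid receptor expression; probe or stimulus: DAMGO in two steps, submaximal then maximal; technique: Fluo4 calcium fluorescence by kinetic imaging, 5 s 1 Hz baseline; measure: integrated fluorescence ratio relative to baseline, converted to per-well B score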
Platelet DG rel – modulates dense granule release in human platelets | inhibition, %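 (compounds screened at 7.5 µM in platelet-rich plasma)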 | AID 1663 | human platelet-rich plasma, SFLLRN dense granule ATP release, luminescence | 300,000 compounds, 0.22% hits;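 active = mean replicate score, as percent of positive control, at or above 50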
RGS4 inh – human RGS4 inhibition; P49798; HEK293 M3R/RGS4 inducible, Fluo-4 calcium flux; stronger effect = higher value; triggered by carbachol at its EC20; B-score at 10 µM; 310,000 compounds, 0.45% hits;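 active = B-score, a plate-corrected calcium signal, over three deviations above library mean, with baseline fluorescence within five deviations of library mean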;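 also: RGS4 expression induced by doxycycline in cells with stable M3 receptor; B-score is computed from the integrated fluorescence ratio over baseline after carbachol; higher B-score means a larger calcium signal and so more RGS4 inhibition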
Target sequence (P49798 whole entry, looked up): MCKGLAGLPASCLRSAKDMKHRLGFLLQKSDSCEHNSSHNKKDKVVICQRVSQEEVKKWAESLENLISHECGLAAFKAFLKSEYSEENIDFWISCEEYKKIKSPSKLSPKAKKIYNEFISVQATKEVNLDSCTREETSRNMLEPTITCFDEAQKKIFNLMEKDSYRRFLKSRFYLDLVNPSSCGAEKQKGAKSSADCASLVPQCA
MrgX1 ag – human MrgX1 receptor agonism, primary screen; 310,000 compounds, 0.44% hits; AID 588627; B-score at 10 µM; MrgX1-HEK293 cells, Fluo-4 calcium fluorescence, agonist mode; stronger effect = higher value;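 active = calcium response B-score plate-corrected fluorescence ratio at least 3 library SD, with starting fluorescence B-score inside 5 SD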
Target sequence (Q96LB2 whole entry, looked up): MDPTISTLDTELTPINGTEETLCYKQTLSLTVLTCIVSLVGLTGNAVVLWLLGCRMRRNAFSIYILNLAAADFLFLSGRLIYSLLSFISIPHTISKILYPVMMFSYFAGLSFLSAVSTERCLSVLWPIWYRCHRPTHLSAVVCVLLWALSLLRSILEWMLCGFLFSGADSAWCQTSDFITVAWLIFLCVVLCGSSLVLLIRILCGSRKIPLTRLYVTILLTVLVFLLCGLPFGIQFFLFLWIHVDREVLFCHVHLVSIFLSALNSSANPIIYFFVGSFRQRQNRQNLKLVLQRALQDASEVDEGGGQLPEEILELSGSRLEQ
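Material: HEK293 cells stably expressing human MrgX1 receptor | Quantity: 15,000 cells per well | Times: Cells plated overnight, dye loaded 0.5 h 37 °C, 0.5 h room temperature | Measured by: Kinetic Fluo-4 NW fluorescence of intracellular calcium | Control set: Positive and negative controls per plate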
HIF act – HIF pathway transcriptional activation. U2OS HRE-luciferase reporter, luminescence; normalized: DMSO 0%, desferrioxamine 100%. activation, % at 7.5 µM (by protocol). 300,000 compounds, 0.32% hits;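 active = mean activation of at least 10% of the iron chelator positive control signal, with at least half of replicates also reaching 10%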
TRPC6 activator – activators of mouse TRPC6 channel; 310,000 compounds, 0.13% hits; B-score at 10 µM; Q61143; HEK293-TRPC6 membrane potential dye fluorescence; stronger effect = higher value;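 active = B-score of the integrated fluorescence ratio above library mean plus 3 SD, and starting fluorescence ratio within library mean plus 5 SD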;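 also: higher score means more depolarization so channel activation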
MrgX1 antagonist – blocks BAM8-22 activation of human MrgX1 receptor; MRGX1-HEK293 calcium flux, Fluo-4, BAM8-22 antagonism; stronger effect = lower value; B-score at 10 µM; 310,000 compounds, 1.3% hits; Q96LB2; AID 588676;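 active = calcium-response B-score plate-corrected more than 3 library SD below zero, starting fluorescence within 5 deviations, no agonist response on first addition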;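 also: peak minus trough fluorescence over baseline after final BAM8-22 challenge near maximal dose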
MrgX1 PAM – allosterically activates human MrgX1 receptor signaling | Q96LB2 | MrgX1-HEK293, Fluo-4 calcium flux, FDSS; stronger effect = higher value | B-score at 10 µM | 310,000 compounds, 0.63% hits | AID 588675;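 active = plate-corrected calcium response at least 3 library SD above typical, normal starting fluorescence, not activating the receptor alone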;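 also: compound read alongside a low EC10 to EC30 dose of BAM8-22 agonist; peak minus trough fluorescence over baseline measured at the second addition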
TRPC6 inh – blocks the mouse TRPC6 cation channel | 310,000 compounds, 1.1% hits | B-score at 10 µM | HEK293-TRPC6, membrane potential dye, ACh-evoked depolarization; stronger effect = lower value | Q61143;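 active = B-score under library mean minus 3 SD, initial fluorescence not abnormally high, positive integrated signal ratio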;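 also: B-score derived from integrated fluorescence ratio over the kinetic read; more negative B-score means stronger inhibition of depolarization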
RGS4 act – RGS4 potentiation or activation. HEK293 M3R/inducible RGS4, carbachol calcium flux Fluo4; stronger effect = lower value. B-score at 10 µM. 310,000 compounds, 0.92% hits;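 active = B-score of the integrated calcium signal more than 4 SD below the library mean, with starting fluorescence not abnormally high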;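 also: negative B-score means reduced calcium response which marks RGS4 activation or potentiation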
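Reagent: ECmax carbachol challenge; Test system: M3R-expressing HEK293 line, RGS4 induced by doxycycline; Schedule: overnight RGS4 induction, 30 min dye load 37 °C, 20 min compound RT; Detection: calcium dye Fluo4 fluorescence; Read-out: Agonist-evoked peak-minus-minimum fluorescence over baseline, integrated ratio, B score.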
SKKanGAS inh – inhibitors of SKKanGAS S. pyogenes growth in kanamycin (SK-promoter or general growth effect); BacTiter-Glo, 6 h; inhibition, % at 7.5 µM; 300,000 compounds, 1.3% hits; AID 1662;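 active = mean replicate score, as percent of positive control median, at least 50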;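 also: strain carries kanamycin resistance gene driven by streptokinase promoter and grows in 40 µg/ml kanamycin; loss of luminescence reflects streptokinase promoter inhibition or plain growth inhibition; 0% = median of DMSO wells and 100% = positive control at its reference dose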
* hit, by the source's call.

For COc1ccc(N(C(=O)CCl)C(C(=O)NCCc2ccccc2)c2cccs2)cc1Cl (centres undefined) the results were TRPC4 block inactive, Platelet DG rel -1.5, RGS4 inh inactive, MrgX1 ag inactive, HIF act -5.1, TRPC6 activator inactive, MrgX1 antagonist inactive, MrgX1 PAM inactive, TRPC6 inh inactive, RGS4 act inactive and SKKanGAS inh -3.8.
`CC(C)C[C@H](NC(=O)Nc1ccc(S(N)(=O)=O)cc1)C(=O)O` gave TRPC4 block inactive, Platelet DG rel -23.4, RGS4 inh inactive, MrgX1 ag inactive, HIF act 0.8, TRPC6 activator inactive, MrgX1 antagonist inactive, MrgX1 PAM inactive, TRPC6 inh inactive, RGS4 act inactive and SKKanGAS inh -5.7.
CC(=N/O)/C(C)=N\NC(=O)c1ccccn1 was read as TRPC4 block inactive, Platelet DG rel 18.2, RGS4 inh inactive, MrgX1 ag inactive, HIF act -4.8, TRPC6 activator inactive, MrgX1 antagonist inactive, MrgX1 PAM inactive, TRPC6 inh inactive, RGS4 act inactive and SKKanGAS inh 2.6.
`Cc1cccc(OCCCCCn2ccnc2)c1` gave TRPC4 block inactive, Platelet DG rel -3.1, RGS4 inh inactive, MrgX1 ag inactive, HIF act -0.8, TRPC6 activator inactive, MrgX1 antagonist inactive, MrgX1 PAM inactive, TRPC6 inh inactive, RGS4 act inactive and SKKanGAS inh 5.3.
`O=C(COC(=O)c1ccc(-c2ccc([N+](=O)[O-])cc2)o1)NC(=O)NC12CC3CC(CC(C3)C1)C2` gave TRPC4 block inactive, Platelet DG rel -10.4, RGS4 inh inactive, MrgX1 ag inactive, HIF act -1.4, TRPC6 activator inactive, MrgX1 antagonist inactive, MrgX1 PAM inactive, TRPC6 inh inactive, RGS4 act inactive and SKKanGAS inh 1.8.
Cc1ccc(C(=O)C2=C(O)C(=O)N(Cc3cccnc3)C2c2ccc(Br)cc2)o1 (centres undefined) was read as TRPC4 block inactive, Platelet DG rel -3.8, RGS4 inh inactive, MrgX1 ag inactive, HIF act -0.2, TRPC6 activator inactive, MrgX1 antagonist -11.4*, MrgX1 PAM inactive, TRPC6 inh inactive, RGS4 act inactive and SKKanGAS inh 13.7.
COc1ccccc1OCc1ccc(C(=O)Nc2ccncc2)o1 was read as TRPC4 block inactive, Platelet DG rel 1.9, RGS4 inh inactive, MrgX1 ag inactive, HIF act -0.6, TRPC6 activator inactive, MrgX1 antagonist inactive, MrgX1 PAM inactive, TRPC6 inh inactive, RGS4 act inactive and SKKanGAS inh -7.1.
`COc1ccc(-c2csc(NC(=S)NC(=O)c3cccs3)n2)cc1Br` gave TRPC4 block inactive, Platelet DG rel 2.8, RGS4 inh inactive, MrgX1 ag inactive, HIF act -0.1, TRPC6 activator inactive, MrgX1 antagonist inactive, MrgX1 PAM inactive, TRPC6 inh inactive, RGS4 act inactive and SKKanGAS inh 22.2.
COCCCNC(=S)NNC(=O)Cn1nc(C)c(Br)c1C was read as TRPC4 block inactive, Platelet DG rel -39.5, RGS4 inh inactive, MrgX1 ag inactive, HIF act -0.2, TRPC6 activator inactive, MrgX1 antagonist inactive, MrgX1 PAM inactive, TRPC6 inh inactive, RGS4 act inactive and SKKanGAS inh -13.9.
CCOC(=O)c1cc2ccc3ccccc3c2s1 was read as TRPC4 block inactive, Platelet DG rel -22.0, RGS4 inh inactive, MrgX1 ag inactive, HIF act -20.3, TRPC6 activator inactive, MrgX1 antagonist inactive, MrgX1 PAM inactive, TRPC6 inh inactive, RGS4 act inactive and SKKanGAS inh -1.7.
`CN(CC(=O)Nc1ccccc1C(F)(F)F)C(=O)COc1ncnc2sccc12` gave TRPC4 block inactive, Platelet DG rel -1.9, RGS4 inh inactive, MrgX1 ag inactive, HIF act -0.1, TRPC6 activator inactive, MrgX1 antagonist inactive, MrgX1 PAM inactive, TRPC6 inh inactive, RGS4 act inactive and SKKanGAS inh 2.7.
`Cc1ccc(N2CCN(C(=O)N3CCOCC3)CC2)c(C)c1` gave TRPC4 block inactive, RGS4 inh inactive, MrgX1 ag inactive, TRPC6 activator inactive, MrgX1 antagonist inactive, MrgX1 PAM inactive, TRPC6 inh inactive and RGS4 act inactive.
For CCOC(=O)N1CCN(C(=O)c2cc3c(=O)n4cccc(C)c4nc3s2)CC1 the results were TRPC4 block inactive, Platelet DG rel 2.2, RGS4 inh inactive, MrgX1 ag inactive, HIF act 0.8, TRPC6 activator inactive, MrgX1 antagonist inactive, MrgX1 PAM inactive, TRPC6 inh inactive, RGS4 act inactive and SKKanGAS inh -1.5.
Screening NC(=O)c1c(NC(=O)C2CC=CCC2C(=O)O)sc2c1CCCCC2 (centres undefined) returned TRPC4 block inactive, Platelet DG rel 8.5, RGS4 inh inactive, MrgX1 ag inactive, HIF act 0.0, TRPC6 activator inactive, MrgX1 antagonist inactive, MrgX1 PAM inactive, TRPC6 inh inactive, RGS4 act inactive and SKKanGAS inh -4.4.
Cc1ccc(C(O)Cn2nc(C)cc2C)cc1 (centres undefined) was read as TRPC4 block inactive, Platelet DG rel -1.0, RGS4 inh inactive, MrgX1 ag inactive, HIF act -1.1, TRPC6 activator inactive, MrgX1 antagonist inactive, MrgX1 PAM inactive, TRPC6 inh inactive, RGS4 act inactive and SKKanGAS inh -2.9.
For CC(C)CCN1C(=O)c2ccc(C(=O)OCC(=O)N(C)C3CCS(=O)(=O)C3)cc2C1=O (centres undefined) the results were TRPC4 block inactive, Platelet DG rel -7.3, RGS4 inh inactive, MrgX1 ag inactive, HIF act -0.4, TRPC6 activator inactive, MrgX1 antagonist inactive, MrgX1 PAM inactive, TRPC6 inh inactive, RGS4 act inactive and SKKanGAS inh -5.3.
Screening COc1ccc(S(=O)(=O)Nc2cc3c4c(c2)C(C)C(=O)N4CCC3)cc1OC (centres undefined) returned TRPC4 block inactive, Platelet DG rel 3.2, RGS4 inh inactive, MrgX1 ag inactive, HIF act 1.5, TRPC6 activator inactive, MrgX1 antagonist inactive, MrgX1 PAM inactive, TRPC6 inh inactive, RGS4 act inactive and SKKanGAS inh 1.1.
Screening COc1ccccc1-c1nc(C(N)=O)c2[nH]c(=O)n(-c3cccc(C)c3)c2n1 returned TRPC4 block inactive, Platelet DG rel -2.4, RGS4 inh inactive, MrgX1 ag inactive, HIF act -0.2, TRPC6 activator inactive, MrgX1 antagonist inactive, MrgX1 PAM inactive, TRPC6 inh inactive, RGS4 act inactive and SKKanGAS inh 7.1.
Screening Cc1cccn2cc(-c3ccc(F)cc3)cc12 returned TRPC4 block inactive, Platelet DG rel -0.4, RGS4 inh inactive, MrgX1 ag inactive, HIF act 0.0, TRPC6 activator inactive, MrgX1 antagonist inactive, MrgX1 PAM inactive, TRPC6 inh inactive, RGS4 act inactive and SKKanGAS inh -11.0.
`CCOC(=O)C1=NNC2(c3ccccc3)C(=O)N(c3cccc(Br)c3)C(=O)C12` (centres undefined) gave TRPC4 block inactive, Platelet DG rel 7.1, RGS4 inh inactive, MrgX1 ag inactive, HIF act -0.6, TRPC6 activator inactive, MrgX1 antagonist inactive, MrgX1 PAM inactive, TRPC6 inh inactive, RGS4 act inactive and SKKanGAS inh -1.9.
CC(=O)NC1(c2cccc(F)c2)CCN(CC(=O)NC2CCCCC2)CC1 was read as TRPC4 block inactive, Platelet DG rel 3.6, RGS4 inh inactive, MrgX1 ag inactive, HIF act -0.5, TRPC6 activator inactive, MrgX1 antagonist inactive, MrgX1 PAM inactive, TRPC6 inh inactive, RGS4 act inactive and SKKanGAS inh -3.4.
Screening COc1cccc(CNS(=O)(=O)c2ccc3c(c2)NC(=O)CS3)c1 returned TRPC4 block inactive, Platelet DG rel 3.6, RGS4 inh inactive, MrgX1 ag inactive, HIF act -0.1, TRPC6 activator inactive, MrgX1 antagonist inactive, MrgX1 PAM inactive, TRPC6 inh inactive, RGS4 act inactive and SKKanGAS inh 1.1.
`C=CCNC(=O)c1ccccc1NC(=O)c1ccccc1C` gave TRPC4 block inactive, Platelet DG rel 34.3, RGS4 inh inactive, MrgX1 ag inactive, HIF act -0.5, TRPC6 activator inactive, MrgX1 antagonist inactive, MrgX1 PAM inactive, TRPC6 inh inactive, RGS4 act inactive and SKKanGAS inh -2.8.
Screening COc1ccc(S(=O)(=O)N2CCOC2CNC(=O)C(=O)NCc2ccccc2Cl)cc1 (centres undefined) returned TRPC4 block inactive, Platelet DG rel 8.2, RGS4 inh inactive, MrgX1 ag inactive, HIF act -0.3, TRPC6 activator inactive, MrgX1 antagonist inactive, MrgX1 PAM inactive, TRPC6 inh inactive, RGS4 act inactive and SKKanGAS inh 52.0*.
For CC(=O)N1CCc2cc(C(=O)CN3CCCCC3)ccc21 the results were TRPC4 block inactive, Platelet DG rel 0.4, RGS4 inh inactive, MrgX1 ag inactive, HIF act -0.1, TRPC6 activator inactive, MrgX1 antagonist inactive, MrgX1 PAM inactive, TRPC6 inh inactive, RGS4 act inactive and SKKanGAS inh 5.2.
For COC(=O)c1sccc1NC(=S)N1CCN(c2ccccc2F)CC1 the results were TRPC4 block inactive, Platelet DG rel -19.6, RGS4 inh inactive, MrgX1 ag inactive, HIF act 0.1, TRPC6 activator inactive, MrgX1 antagonist inactive, MrgX1 PAM inactive, TRPC6 inh inactive, RGS4 act inactive and SKKanGAS inh -6.3.
`CC1CN(C(=O)CCC(=O)NCc2ccc(Cl)cc2)c2ccccc2S1` (centres undefined) gave TRPC4 block inactive, Platelet DG rel 0.8, RGS4 inh inactive, MrgX1 ag inactive, HIF act -0.1, TRPC6 activator inactive, MrgX1 antagonist inactive, MrgX1 PAM inactive, TRPC6 inh inactive, RGS4 act inactive and SKKanGAS inh -5.9.
Screening COc1ccc(C(NC(=O)c2ccc(=O)[nH]c2)C(=O)Nc2ccc(C(C)C)cc2)cc1 (centres undefined) returned TRPC4 block inactive, Platelet DG rel 0.0, RGS4 inh inactive, MrgX1 ag inactive, HIF act -0.1, TRPC6 activator inactive, MrgX1 antagonist inactive, MrgX1 PAM inactive, TRPC6 inh inactive, RGS4 act inactive and SKKanGAS inh 0.6.
Screening COc1cc(C(=O)NCC(=O)Nc2ccc(F)c(F)c2)ccc1OCC(=O)N1CCOCC1 returned TRPC4 block inactive, Platelet DG rel 6.9, RGS4 inh inactive, MrgX1 ag inactive, HIF act 1.9, TRPC6 activator inactive, MrgX1 antagonist inactive, MrgX1 PAM inactive, TRPC6 inh inactive, RGS4 act inactive and SKKanGAS inh -3.5.
